# HCV inh: inhibitors of hepatitis C virus infection; Huh7.5.1 HCVcc-Cre infection, luciferase reporter, 44 h; Potency, µM (doses to about 41.8 µM), without a hit: at the highest dose activity change, negative = inhibition, most hits filed as inhibitors; 340,000 compounds, 3.4% hits; further: potency means the concentration at half of the fitted maximal effect
#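 Infectious HCV cell culture screen: compound-treated cells (1,000/well, pre-plated 4 h) are infected with HCVcc-Cre at roughly 0.5 moi and grown 44 h. Infection is quantified by luciferase signal after 15 min substrate incubation at room temperature.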
# FBPA Giardia inh: Giardia lamblia aldolase inhibition | Potency, µM (doses to about 59.6 µM), without a hit: top-dose activity, negative = inhibition, actives largely listed as inhibitors | 290,000 compounds, 0.71% hits | purified Giardia FBPA | A8B2U2; further: potency means the concentration at half of the fitted maximal effect; nearly all actives have a fitted effect of over 55% in size
# Target sequence (A8B2U2 whole entry, looked up): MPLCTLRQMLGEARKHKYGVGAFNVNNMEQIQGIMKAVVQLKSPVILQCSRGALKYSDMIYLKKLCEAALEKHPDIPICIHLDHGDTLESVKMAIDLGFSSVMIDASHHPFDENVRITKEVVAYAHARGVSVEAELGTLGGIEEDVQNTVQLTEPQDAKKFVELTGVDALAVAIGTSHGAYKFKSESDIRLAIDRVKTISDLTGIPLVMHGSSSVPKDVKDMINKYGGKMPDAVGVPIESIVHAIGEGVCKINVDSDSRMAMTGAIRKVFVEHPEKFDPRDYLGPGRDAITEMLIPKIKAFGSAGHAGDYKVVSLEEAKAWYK
#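 Giardia FBPA (40 nM reagent) was preincubated 10 min at RT with compound (up to 57.5 uM final), then substrate plus GAPDH/TPI/NAD/arsenate coupling system with diaphorase/resazurin was added; resorufin fluorescence (525/598 nm) was read after 20 min.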
# AmpC no deterg: blocks E. coli AmpC beta-lactamase in detergent-free assay | P00811 | 330,000 compounds, 0.52% hits | AmpC nitrocefin hydrolysis, absorbance 480 nm, 0.0001% Triton | Potency, µM (series often up to 57.1 µM), without a hit: top-dose activity change, negative = inhibition, hits mostly inhibitors;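 further: potency means the concentration at half of the fitted maximal effect; plate controls were no compound for no effect and no enzyme for full effect; nearly all actives have a fitted effect of over 20% in size; some results filed as inactive show a strong effect at the top dose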
# Target sequence (P00811 whole entry, looked up): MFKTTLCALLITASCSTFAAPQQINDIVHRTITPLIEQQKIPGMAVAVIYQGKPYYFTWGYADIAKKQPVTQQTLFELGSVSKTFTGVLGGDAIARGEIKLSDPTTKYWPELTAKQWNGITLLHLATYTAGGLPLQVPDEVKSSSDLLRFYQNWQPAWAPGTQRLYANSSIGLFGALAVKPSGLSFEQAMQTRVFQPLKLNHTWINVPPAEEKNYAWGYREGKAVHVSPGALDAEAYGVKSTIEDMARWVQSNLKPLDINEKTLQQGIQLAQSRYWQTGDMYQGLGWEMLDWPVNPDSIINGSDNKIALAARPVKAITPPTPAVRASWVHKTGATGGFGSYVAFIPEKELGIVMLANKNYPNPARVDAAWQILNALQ
#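 AmpC (5.3 nM in the dispensed reagent) in 20 mM phosphate pH 7.0 with 0.01% (detergent screen) or 0.0001% Triton X-100 was preincubated with compounds for 15 min at room temperature. Nitrocefin was then added from an 800 uM solution, and hydrolysis was followed at 480 nm.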
# Sm TGR inh: inhibitors of Schistosoma mansoni thioredoxin glutathione reductase; purified TGR, DTNB reduction, TNB absorbance 405 nm; Potency, µM (titrated, usually from 114 µM), inactives show at the top dose activity change, negative = inhibition, hits mostly inhibitors; 360,000 compounds, 3% hits; AID 485364; further: potency means the concentration at half of the fitted maximal effect; nearly all actives have a fitted effect of over 60% in size
#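 TGR 20 nM + NADPH 100 uM (dispensed conc.), cpd preinc 15 min RT; start with NADPH (500 uM addition) then DTNB (15 mM addition). Kinetic TNB absorbance, 405 nm filter. Four-parameter Hill fit across titration.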
# AmpC detergent: blocks E. coli AmpC beta-lactamase in detergent assay; AmpC hydrolysis of nitrocefin, absorbance 480 nm, 0.01% Triton; P00811; 370,000 compounds, 0.041% hits; Potency, µM (doses to about 114 µM), inactives show at the top dose activity change, negative = inhibition, actives largely listed as inhibitors;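 further: potency means the concentration at half of the fitted maximal effect; 0% = no-compound wells and -100% = no-enzyme wells; nearly all actives have a fitted effect of over 25% in size; some results filed as inactive show a strong effect at the top dose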
#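 20 mM phosphate pH 7.0 + 0.01% (detergent screen) or 0.0001% Triton X-100; 5.3 nM AmpC reagent; cpd preinc 15 min RT; nitrocefin (800 uM stock) to start; A480 q20 s × 4 min; Activity was normalised to no-enzyme and no-compound control wells.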
# HCMV antiviral: blocks human cytomegalovirus replication; HFF cells, HCMV-luciferase reporter, 72 h; hits give low values; activity change, negative = inhibition, % at 57.5 µM; 410,000 compounds, 4.5% hits; in the data active means activity change below about -60%; inconclusive means no clear call, values can overlap the other calls; inactive means above about -39%
#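 HFF cells seeded 16 h at 37C, treated with compounds, infected with luciferase-reporter HCMV at MOI 1 PFU/cell; luciferase read at 72 h post infection, normalized to buffer-only and Salinomycin controls.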
# Numbers without * were called inactive; ? = inconclusive; . = no result given; [ ] = dose if it differs, or a comment. Unless noted, the call rests on the fitted dose curve; in most records, active means well fitted curve in the direction sought with a large enough effect; inconclusive means small, poorly fitted or top-dose-only effect, or another doubt; inactive means no such curve, though single readings can be large; an effect the other way counts as inactive or inconclusive. Unless noted, on the % scale 0 is the no-effect control and ±100 the full control effect. Rows are unselected; any-hit rate near 9.9%.
canonical_smiles | HCV inh | FBPA Giardia inh | AmpC no deterg | Sm TGR inh | AmpC detergent | HCMV antiviral
O=C(Nc1ccccc1C(=O)N1CCOCC1)c1ccc([N+](=O)[O-])cc1 | 2% | 2% | 0% | 3% | 7% | 2
O=C(NC1CCCC1)C(c1ccccn1)N(C(=O)c1csnn1)C1CCCC1 (configuration not stated) | 17% | 0% | -4% | -2% | 5% | -13
COc1ccc(NC(=O)Cc2ccc(C)c(C)c2)cc1Cl | 3% | 6% | -38% | 2% | 2% | 24
COC(=O)N/N=C/c1cc(N=Nc2ccccc2Cl)ccc1O | ? | 3% | -12% | -1% | -1% | 29
CCn1c(Cn2nnc(-c3ccccc3)n2)nnc1SCC(=O)N1CCOCC1 | 19% | 2% | -20% | -20% | 0% | 6
O=S(=O)(c1cccc(NC(=S)Nc2ccc(Br)cc2Cl)c1)N1CCOCC1 | 1% | -9% | -47% | 14µM* | -8% | -10
Cc1cc(C)n(CCc2nc(-c3ccco3)cs2)n1 | -2% | ? | -15% | 40µM* | ? | -105*
CC1CCCC(NC(=O)COC(=O)/C=C/c2ccc([N+](=O)[O-])cc2)C1C (configuration not stated) | 23% | . | -5% | . | . | -4
CCOC(=O)C1CCN(C(=O)C(=O)Nc2ccc3nc4n(c(=O)c3c2)CCCCC4)CC1 | -3% | 8% | -1% | -18% | -10% | 7
COc1ccc(C2CC(c3ccccc3OC(C)=O)=NN2C(=O)/C=C/c2ccccc2)cc1OC (configuration not stated) | -26% | 5% | 130%[activator] | -6% | ? | ?
CNc1ncc(C(=O)c2ccccc2)s1 | 17% | 1% | -15% | -16% | -8% | 69
CC1CCCN(c2ncnc3c2cnn3-c2ccccc2)C1 (configuration not stated) | -11% | -8% | 17% | -2% | -4% | ?
N#Cc1c2n(c3c(=O)n(Cc4ccccc4Cl)cnc13)CCCC2 | 11µM* | 7% | -15% | 2% | -15% | -31
NC(=O)CC(NC(=O)c1ccccc1)c1ccc(N2CCN(c3ccccc3)CC2)c([N+](=O)[O-])c1 (configuration not stated) | ? | 16% | 8% | -2% | -15% | -66*
CCOc1ccc(C(Nc2ccc(C)cc2)P2(=O)OCC(C)(C)CO2)cc1 (configuration not stated) | -2% | . | 122% | 3% | -6% | -11
Cc1ccc(C2=NC(C)(C)N3C2C3c2ccc([N+](=O)[O-])cc2)cc1 (configuration not stated) | 2% | 0% | -29% | -11% | -8% | -29

# 9 entries already listed, sorted by heavy-atom count, largest number first.
canonical_smiles | HCV inh | FBPA Giardia inh | AmpC no deterg | Sm TGR inh | AmpC detergent | HCMV antiviral
NC(=O)CC(NC(=O)c1ccccc1)c1ccc(N2CCN(c3ccccc3)CC2)c([N+](=O)[O-])c1 (configuration not stated) | ? | 16% | 8% | -2% | -15% | -66*
CCOC(=O)C1CCN(C(=O)C(=O)Nc2ccc3nc4n(c(=O)c3c2)CCCCC4)CC1 | -3% | 8% | -1% | -18% | -10% | 7
CCn1c(Cn2nnc(-c3ccccc3)n2)nnc1SCC(=O)N1CCOCC1 | 19% | 2% | -20% | -20% | 0% | 6
O=S(=O)(c1cccc(NC(=S)Nc2ccc(Br)cc2Cl)c1)N1CCOCC1 | 1% | -9% | -47% | 14µM* | -8% | -10
CC1CCCC(NC(=O)COC(=O)/C=C/c2ccc([N+](=O)[O-])cc2)C1C (configuration not stated) | 23% | . | -5% | . | . | -4
N#Cc1c2n(c3c(=O)n(Cc4ccccc4Cl)cnc13)CCCC2 | 11µM* | 7% | -15% | 2% | -15% | -31
CC1CCCN(c2ncnc3c2cnn3-c2ccccc2)C1 (configuration not stated) | -11% | -8% | 17% | -2% | -4% | ?
Cc1cc(C)n(CCc2nc(-c3ccco3)cs2)n1 | -2% | ? | -15% | 40µM* | ? | -105*
CNc1ncc(C(=O)c2ccccc2)s1 | 17% | 1% | -15% | -16% | -8% | 69

# Additional compounds.
canonical_smiles | HCV inh | FBPA Giardia inh | AmpC no deterg | Sm TGR inh | AmpC detergent | HCMV antiviral
CCCCN(c1ccccc1)c1ncnc2nc[nH]c12 | -1% | 2% | 7% | -8% | -6% | .
Cc1cc(-n2c(C)cc(C(=O)COc3ccc(F)c(F)c3)c2C)no1 | 10µM* | . | -16% | -20% | -4% | .
Cc1ccc(S(=O)(=O)N(C)CC(=O)NCCCn2nc(C)cc2C)cc1 | -11% | . | 68%[activator] | . | . | 0
COc1ccccc1N1CCN(S(=O)(=O)c2cccc(F)c2)CC1 | 7% | 4% | -6% | 2% | ? | -32
CCOc1ccc(NC(=O)Nc2cc(C)on2)cc1 | 1% | 1% | -19% | -12% | ? | 38
Cc1cc(-c2c(C(=O)N3CCOCC3)c(C)nn2-c2cccc(C(F)(F)F)c2)no1 | 3% | 2% | 40% | 11% | 6% | 51
COCCn1c(SCC(=O)Nc2ccccc2OC)nnc1-c1ccco1 | -6% | . | -4% | -25% | 3% | 10
COc1ccc(Cl)cc1NC(=O)CN(C)CC(=O)Nc1ccccc1C(F)(F)F | -19% | -5% | 100%[activator] | 1% | ? | -17

# (cont.)
# Each structure is followed by: HCV inh, FBPA Giardia inh, AmpC no deterg, Sm TGR inh, AmpC detergent, HCMV antiviral
- CCN1CCN(c2ccc(Nc3ccnc4ccccc34)cc2)CC1
  11µM*, ., 2%, -1%, ?, ?
- O=C(O)CC1SC(N/N=C/c2ccc(Br)cc2)NC1=O (configuration not stated)
  14%, 12%, -23%, -1%, ?, 12
- COc1ccc(C2=NS(=O)(=O)N(C)C(C(=O)Nc3ccc4c(c3)OCO4)=C2)cc1OC
  13µM*, -6%, 8%, -3%, 0%, 9
- O=C(NCCO)c1ccc2c3n(nc2c1)-c1ccccc1CO3
  -4%, 8%, -22%, 12%, -4%, 146
- O=C(CCN1C(=O)COc2ccccc21)NCCCN1CCCC1
  1%, ., 48%, -8%, -7%, 0
- CCOC(=O)N1CCN(C(=O)c2cc3ccc(OC)cc3[nH]2)CC1
  -23%, -1%, 11%, 12%, 1%, -38
- Cc1cccc(NC(=O)NNC(=O)c2ccc3ccccc3c2O)c1
  -4%, 10%, 11%, 0%, -9%, 6
- COc1c(/C=C2/C(=O)NC(=O)N(C)C2=O)c(CCN(C)C(=O)c2ccccc2)cc2c1OCO2
  ?, 3%, -15%, ?, -9%, -11
- Cc1nn(C)cc1C(=O)Nc1cc(Oc2ccc(Cl)cc2)cc([N+](=O)[O-])c1
  ?, 1%, -19%, -18%, -12%, -15
- Cc1cc(C)cc(NS(=O)(=O)c2cc3c(cc2C)NC(=O)CO3)c1
  ., ., ., 5%, 16%, -26
- O=C(NC1=NCCS1)c1ccc(Cl)c(S(=O)(=O)N2CCOCC2)c1
  4%, 1%, -7%, 6%, -1%, 10
- Cc1ccc(S(=O)(=O)NC(N)=NCCc2ccc(Cl)cc2)cc1
  16%, 2%, 2%, -3%, -9%, ?
- CCOC(=O)c1c(NC(C)=O)c2c3c(sc2n1Cc1cccc(Cl)c1)CCCC3
  ., ., ., 7%, 16%, -84*
- CCN(C(=O)CN1C(=O)c2ccccc2S1(=O)=O)C1CCCCC1
  12%, ., -14%, 4%, -17%, -2
- CCOC(=O)N1CCC(Nc2ncnc3c2cnn3-c2ccc(C)cc2C)CC1
  7.1µM*, 5%, ?, -1%, ?, -93*
- CCN(CC)c1ccc(/C=N/NC(=O)CNC(=O)c2ccc3c(c2)OCCO3)cc1
  ?, 8%, -19%, 4%, -3%, 20
- O=C(COC(=O)CNC(=O)c1ccc(Cl)cc1)NC1CCCCCC1
  -12%, ., 38%, 0%, -12%, ?
- CC(C)c1ccc(NC(=O)c2ccc(=O)n(Cc3ccccc3)c2)cc1
  ., ., ., -4%, -3%, -14
- COc1ccc(C(=O)N2CCC(c3nc(-c4ccc(S(=O)(=O)N5CCCC5)cc4)no3)CC2)cc1
  ., ., ., 2%, 21%, -81*
- COc1cc(/C=C2\SC(=O)NC2=O)ccc1Oc1ccc([N+](=O)[O-])cn1
  6%, 0%, -46%, 3%, -2%, -60*
- O=C(CCc1ccccc1)Nc1ccc(NC(=O)c2ccco2)nc1
  -20%, 2%, -3%, -12%[11.4 µM], -6%, 63
- NS(=O)(=O)c1ccc(NC(=O)/C=C/c2ccc(S(=O)(=O)NCc3ccco3)cc2)cc1
  ?, -5%, -46%, 15%, -5%, -29
- COC(=O)c1scc(C)c1NS(=O)(=O)c1ccc(NC(C)=O)cc1
  0%, 5%, -1%, 4%, -1%, -6
- COC(=O)C1=C(c2ccc(F)cc2OCc2ccccc2)C[C@@H]2CC[C@H]1N2C(=O)NCc1ccco1
  ?, ., 10%, ?, 2%, -2
- O=C(NCC1CCCCC1)c1ccc([N+](=O)[O-])cc1
  21%, 5%, -26%, 2%, ?, 10
- Cc1ccc(S(=O)(=O)NCC(=O)NCC(=O)NC(C)c2ccccc2Br)cc1C (configuration not stated)
  -18%, -3%, 93%[activator], 1%, -1%, ?
- O=C(NCc1cccnc1)c1cccc(-c2cc3ccccc3oc2=O)c1
  -15%, 10%, 41%, ., 2%, 12
- COc1ccc(SCc2cc(=O)c3ccc(C)c(C)c3[nH]2)cc1
  ., ., ., -4%, -1%, -9
- COc1ccc2c(c1)nc1n2CN(CC2CCCO2)CN1Cc1ccccc1 (configuration not stated)
  ., 4%, -24%, -7%, -8%, .
- COc1cc(S(=O)(=O)N2CCCCC2)ccc1NC(=O)c1ccncc1
  -3%, 12%, -8%, 1%, 0%, 3
- C/C(=N\NC(=O)c1ccoc1C)c1cccnc1
  27%, 3%, -22%, -3%, -9%, -4
- Cc1coc2cc3oc(=O)c(CCC(=O)O)c(C)c3cc12
  9%, 8%, -29%, 8%, ?, -38
- Cc1ccc(C(=O)OCC(=O)c2ccc(S(=O)(=O)N3CCCCC3)cc2)o1
  11%, ., -29%, -2%, ?, -5
- COc1ccc(N(C)C2=NS(=O)(=O)c3ccccc32)cc1
  -10%, 5%, -5%, -18%, 2%, -28
- CC(C)(C#CC(O)(c1ccccc1)c1ccccc1)N1CCCC1
  -13%, 1%, 15%, 13%, 7%, -3
- CC(=O)N1CCC2(CC1)C(C#N)=C(N)Oc1c2sc2nc(C)cc(C)c12
  1%, 5%, -26%, 4%, ?, 16
- CCC1(CC)NC(=O)N(CC(=O)OCC(=O)Nc2sccc2C#N)C1=O
  4%, 1%, -16%, -9%, 5%, -4
- COc1cccc(-c2nc(-c3ccc(NC(=O)c4ccncc4)cc3)no2)c1
  ?, 4%, 1%, 6%, -14%, ?
- CC(=O)N1c2c(cc(Br)cc2S(=O)(=O)N2CCN(c3cc(C)ccc3C)CC2)CC1C (configuration not stated)
  ., ., ., 2%, 0%, -33
- Cc1nnc(N/N=C/c2ccccc2C(F)(F)F)n1N
  7%, ?, -15%, ?, 1%, 2
- CCN(c1ccccc1)S(=O)(=O)c1cc(C(=O)O)ccc1C
  23%, 18%, -14%, 5%, -2%, 30

# High-throughput results (PubChem BioAssay)
